RAD52 inh – RAD52 (human) annealing inhibition | AID 651710 | recombinant RAD52 DNA annealing, FRET fluorescence | P43351 | actives 0.46% (n = 360,000) | inhibition, % at 18.7 µM;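 active means every replicate showing at least 50% inhibition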
Target sequence (P43351 whole entry, looked up): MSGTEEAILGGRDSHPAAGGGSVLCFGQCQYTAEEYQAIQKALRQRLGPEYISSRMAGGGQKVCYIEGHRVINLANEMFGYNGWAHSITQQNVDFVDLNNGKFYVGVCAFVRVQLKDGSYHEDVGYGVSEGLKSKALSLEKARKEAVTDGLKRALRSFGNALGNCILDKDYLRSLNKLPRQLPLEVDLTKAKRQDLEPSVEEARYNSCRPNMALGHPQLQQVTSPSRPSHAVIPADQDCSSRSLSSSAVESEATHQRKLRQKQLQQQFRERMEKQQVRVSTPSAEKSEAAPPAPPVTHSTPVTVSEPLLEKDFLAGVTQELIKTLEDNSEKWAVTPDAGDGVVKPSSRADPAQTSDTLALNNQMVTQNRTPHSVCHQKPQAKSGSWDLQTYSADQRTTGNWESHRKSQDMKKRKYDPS
E-selectin induc – induces E-selectin expression in human endothelial cells; activation, % at 7.58 µM; P16581; HUVEC E-selectin immunofluorescence imaging; normalized: neutral wells 0, TNF-alpha wells 100; actives 0.37% (n = 260,000);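 active means mean E-selectin-positive cell signal at least 10% of the positive control, reached in at least 60% of replicates, without over 20% cell loss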;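 further: in these data hits start at about 27%; measured in HUVEC primary endothelial cells; signal is the percent of cells scored E-selectin positive by PE staining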
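material = human umbilical vein endothelial cells (HUVEC), E-selectin induction | quantity = 3,000 cells/well | medium = EGM-2 growth medium on 0.1% gelatin-coated wells | technique = immunofluorescence imaging | read-out basis = % PE-positive cells | control set = TNF-alpha positive control, DMSO neutral control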
S100A4 inh HTS – inhibitors of human S100A4 binding to myosin IIA peptide; P26447; S100A4/TAMRA-MyoIIA peptide fluorescence polarization; actives 0.14% (n = 360,000); inhibition, % at 10.7 µM;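 active means mean inhibition of at least 70% across replicates, with every replicate also reaching that level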
Target sequence (P26447 whole entry, looked up): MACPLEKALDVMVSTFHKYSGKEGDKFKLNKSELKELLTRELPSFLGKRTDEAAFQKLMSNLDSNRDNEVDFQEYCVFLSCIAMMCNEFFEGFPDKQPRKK
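Test system – S100A4 monomer (human) · Compound – single-point compound testing · Schedule – 5 min incubation before reading · Probe or stimulus – TAMRA-labelled myosin IIA heavy-chain peptide probe, 5 nM · Benchmarks – neutral control DMSO, positive control TFP · Medium – Calcium-containing HEPES buffer, pH 7.2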
ERAP1 HTS inh – blocks human ERAP1 aminopeptidase activity; recombinant ERAP1, Leu-AMC fluorescence, 60 min; AID 652197; inhibition, % at 10.7 µM; actives 0.15% (n = 340,000);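 active means mean replicate inhibition of at least 30%, or all replicates individually reaching that 30% level; inactive means mean below 30% and not every replicate reaching it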;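 further: 0% = neutral control wells and 100% = L-leucinethiol positive control wells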
Xi reactivation – activators of X-chromosome reactivation in mouse fibroblasts | actives 0.055% (n = 360,000) | activation, % at 7.58 µM | XiGFP mouse fibroblasts, % GFP-positive cells imaging, 3 d; cells co-treated with 5-aza-dC sensitizer; scaled so ellipticine positive control = 100%;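 active means mean normalized replicate activation at least 10% and every replicate at or above 10%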;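 further: 0% = median of on-plate neutral control wells and 100% = ellipticine 6 µM median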
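assay system = SV40-immortalized XiGFP fibroblast cells, line 68-5-11 | buffer or medium = DMEM plus 5-aza-dC sensitizer | doses = single-point pinned compound dosing | times = 3-day compound exposure, then 15 min fixation at room temperature | benchmarks = positive control ellipticine, 6 µM final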
ERp5 block – inhibitors of human ERp5 | Q15084 | ERp5 insulin aggregation, absorbance 650 nm, 90 min | inhibition, % at 9.99 µM | actives 0.05% (n = 350,000) | AID 651711;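 active means mean replicate inhibition above about 25%, with every replicate also reaching it, limit read from the data, passing the limit was not always enough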
Target sequence (Q15084 whole entry, looked up): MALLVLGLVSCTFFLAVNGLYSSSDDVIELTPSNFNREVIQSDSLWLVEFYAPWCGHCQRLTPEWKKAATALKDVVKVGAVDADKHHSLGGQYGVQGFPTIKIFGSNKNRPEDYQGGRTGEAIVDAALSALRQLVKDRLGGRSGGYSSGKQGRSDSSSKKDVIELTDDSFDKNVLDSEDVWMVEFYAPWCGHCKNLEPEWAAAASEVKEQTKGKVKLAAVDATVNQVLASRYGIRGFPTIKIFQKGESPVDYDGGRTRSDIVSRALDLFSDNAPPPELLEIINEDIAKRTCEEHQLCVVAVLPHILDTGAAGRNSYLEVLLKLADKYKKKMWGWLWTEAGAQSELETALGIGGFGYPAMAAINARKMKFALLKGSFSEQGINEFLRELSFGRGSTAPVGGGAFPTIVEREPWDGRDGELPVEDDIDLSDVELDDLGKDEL
RAD54 inh – RAD54 (human) branch migration inhibition; Q92698; RAD54 Holliday junction branch migration, FAM/BHQ fluorescence; inhibition, % at 10.4 µM; actives 0.14% (n = 360,000);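 active means mean normalized replicate activity at least 40 and at least half of replicates scoring 40 or more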;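 further: 0% = median of neutral control wells and 100% = median of positive control wells; inhibitors cause a drop in the FAM fluorescence signal; in these data hits start at about 50%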
esBAF inh – blocks esBAF chromatin remodeling in mouse ES cells | Bmi1-luciferase knock-in reporter, 24 h; 100% = twice the neutral-well signal | reporter increase, % at 12.5 µM | actives 2% (n = 350,000) | AID 602393; in the data active means activation above about 40%;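 further: 0% = median of the plate's neutral control wells and 100% = double that signal; a rise in the Bmi1 reporter signal indicates esBAF inhibition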
* marks the source's active call; other numbers are inactive results.

What do the screens show for `NC(=O)c1nsc(C(=O)N(Cc2cccnc2)C(C(=O)NC2CCCC2)c2ccc(F)cc2)c1N` (centres undefined)?
RAD52 inh: -13; E-selectin induc: -0.3; S100A4 inh HTS: -3; ERAP1 HTS inh: 0; Xi reactivation: 0.0; ERp5 block: -1; RAD54 inh: -8; esBAF inh: -2

Results for O=C(C1CCCC1)N1C[C@@H]2[C@H](c3ccccc31)[C@H](CO)N2C(=O)c1cccnc1 ?
RAD52 inh: 4; E-selectin induc: 0.0; S100A4 inh HTS: 5; ERAP1 HTS inh: -1; Xi reactivation: 0.4; ERp5 block: -1; RAD54 inh: -1; esBAF inh: -2

Results for C=CCNC(=O)c1sccc1Oc1ccc(F)cc1[N+](=O)[O-] ?
RAD52 inh: -5; S100A4 inh HTS: 5; ERAP1 HTS inh: 8; Xi reactivation: 0.0; ERp5 block: 0

Results for CCNC(=O)[C@H]1[C@H](CO)[C@H]2Cn3c(ccc(C4=CCCCC4)c3=O)[C@H]2N1CC1CC1 ?
RAD52 inh: -9; E-selectin induc: -0.4; S100A4 inh HTS: 10; ERAP1 HTS inh: 2; Xi reactivation: 1.0; ERp5 block: 13; RAD54 inh: -7; esBAF inh: -7

Results for O=C(c1cccc2nc3ccccc3nc12)N1CCOCC1 ?
RAD52 inh: -21; E-selectin induc: 3.5; S100A4 inh HTS: 5; ERAP1 HTS inh: 2; Xi reactivation: -0.1; ERp5 block: 2; RAD54 inh: 8; esBAF inh: -2

What do the screens show for `N#Cc1ccccc1S(=O)(=O)NC(=O)[C@H]1O[C@@H](n2cnc3c(N)ncnc32)[C@H](O)[C@@H]1O`?
RAD52 inh: 0; E-selectin induc: -0.5; S100A4 inh HTS: 2; ERAP1 HTS inh: 0; Xi reactivation: 0.4; ERp5 block: 6; RAD54 inh: -7; esBAF inh: -2

How did COc1cc(C(C)=O)ccc1OCC(O)CN1CCN(c2ccc(F)cc2)CC1 (centres undefined) do in these assays?
RAD52 inh: -3; S100A4 inh HTS: 0; ERAP1 HTS inh: 0; Xi reactivation: 0.0; ERp5 block: 1; RAD54 inh: -13; esBAF inh: -5

Results for Oc1ccc(-c2nccc(-c3ccc(Cl)cc3)n2)cc1 ?
RAD52 inh: -10; S100A4 inh HTS: 2; ERAP1 HTS inh: 3; Xi reactivation: 0.0; ERp5 block: 3

How did O=C(C[C@H]1C(=O)N(CCc2ccccc2)C[C@@H]1c1ccccc1)Nc1ccccc1 do in these assays?
RAD52 inh: -24; S100A4 inh HTS: -1; ERAP1 HTS inh: -1; Xi reactivation: 0.0; ERp5 block: 0; RAD54 inh: 4; esBAF inh: -8

How did CCCCNC(=S)NNc1c(Cl)cc(Cl)cc1Cl do in these assays?
RAD52 inh: 1; E-selectin induc: 1.7; S100A4 inh HTS: -5; ERAP1 HTS inh: -3; Xi reactivation: 0.0; ERp5 block: -3; RAD54 inh: -2; esBAF inh: -2

Results for COc1cccc(NC(=O)N[C@@H]2CC[C@H](CC(=O)Nc3ccc(-c4ccccc4)cc3)O[C@H]2CO)c1 ?
RAD52 inh: 22; E-selectin induc: 0.4; S100A4 inh HTS: -2; ERAP1 HTS inh: 0; Xi reactivation: 0.1; ERp5 block: 0; RAD54 inh: 3; esBAF inh: 10

How did CN1C(=O)c2cc(NC(=O)Cc3cccs3)ccc2OC[C@H]2O[C@@H](CC(=O)NCC3CCCCC3)CC[C@H]21 do in these assays?
RAD52 inh: -2; E-selectin induc: -0.1; S100A4 inh HTS: -5; ERAP1 HTS inh: 0; Xi reactivation: 0.1; ERp5 block: -5; RAD54 inh: 7; esBAF inh: 1

Results for NS(=O)(=O)c1cccc(NC(=O)COC(=O)CCc2ccccc2)c1 ?
RAD52 inh: -28; S100A4 inh HTS: 4; ERAP1 HTS inh: 1; Xi reactivation: 0.7; ERp5 block: -3; RAD54 inh: -2; esBAF inh: -7

How did CCCN(C)C[C@H]1Oc2ncc(-c3cccnc3)cc2C(=O)N([C@H](C)CO)C[C@@H]1C do in these assays?
RAD52 inh: -18; E-selectin induc: -0.6; S100A4 inh HTS: -8; ERAP1 HTS inh: 2; Xi reactivation: -1.1; ERp5 block: 1; RAD54 inh: -2; esBAF inh: 1

What do the screens show for `COCC#Cc1cnc2c(c1)C(=O)N([C@H](C)CO)C[C@@H](C)[C@@H](CN(C)S(=O)(=O)c1cccc(OC)c1)O2`?
RAD52 inh: 5; E-selectin induc: -0.3; S100A4 inh HTS: -11; ERAP1 HTS inh: 2; Xi reactivation: 0.9; ERp5 block: 2; RAD54 inh: 1; esBAF inh: -2

Results for CC(C)N(C(=O)[C@H]1C[C@H](CC(=O)NCc2ccco2)C(=O)N2CCc3c([nH]c4cc(-c5ccco5)ccc34)[C@]12C)C(C)C ?
RAD52 inh: -28; E-selectin induc: -0.8; S100A4 inh HTS: -10; ERAP1 HTS inh: -1; Xi reactivation: -0.1; ERp5 block: 1; RAD54 inh: -1; esBAF inh: 5

What do the screens show for `c1cn2cc(-c3ccc4c(c3)OCO4)nc2s1`?
RAD52 inh: -3; S100A4 inh HTS: -2; ERAP1 HTS inh: -1; ERp5 block: -4; RAD54 inh: 4; esBAF inh: 13

How did CCCc1c(-c2ccc(Cl)cc2)ncn1Cc1ccccc1OC do in these assays?
RAD52 inh: 20; E-selectin induc: 0.1; S100A4 inh HTS: -2; ERAP1 HTS inh: 2; Xi reactivation: 0.0; ERp5 block: 1

What do the screens show for `CO[C@@H]1CN(C)C(=O)c2cc(NC(C)=O)ccc2OC[C@@H](C)N(S(=O)(=O)c2cn(C)cn2)C[C@H]1C`?
RAD52 inh: -16; E-selectin induc: -0.2; S100A4 inh HTS: -12; ERAP1 HTS inh: 2; Xi reactivation: 0.1; ERp5 block: -2; RAD54 inh: -11; esBAF inh: -1

What do the screens show for `Cc1ccccc1NC(=O)/C=C/c1cccc(C(F)(F)F)c1`?
RAD52 inh: 3; S100A4 inh HTS: -1; ERAP1 HTS inh: 1; ERp5 block: -9; RAD54 inh: -14; esBAF inh: 24

Pulled one by one from the entries so far, 3 records:
What do the screens show for `CO[C@@H]1CN(C)C(=O)c2cc(NC(C)=O)ccc2OC[C@@H](C)N(S(=O)(=O)c2cn(C)cn2)C[C@H]1C`?
RAD52 inh: -16; E-selectin induc: -0.2; S100A4 inh HTS: -12; ERAP1 HTS inh: 2; Xi reactivation: 0.1; ERp5 block: -2; RAD54 inh: -11; esBAF inh: -1

How did O=C(C[C@H]1C(=O)N(CCc2ccccc2)C[C@@H]1c1ccccc1)Nc1ccccc1 do in these assays?
RAD52 inh: -24; S100A4 inh HTS: -1; ERAP1 HTS inh: -1; Xi reactivation: 0.0; ERp5 block: 0; RAD54 inh: 4; esBAF inh: -8

What do the screens show for `COCC#Cc1cnc2c(c1)C(=O)N([C@H](C)CO)C[C@@H](C)[C@@H](CN(C)S(=O)(=O)c1cccc(OC)c1)O2`?
RAD52 inh: 5; E-selectin induc: -0.3; S100A4 inh HTS: -11; ERAP1 HTS inh: 2; Xi reactivation: 0.9; ERp5 block: 2; RAD54 inh: 1; esBAF inh: -2

The list continues.
Results for CC(C)NC(=O)N(C)C[C@H]1OCCCC[C@@H](C)Oc2ccc(NS(=O)(=O)c3ccc(Cl)cc3)cc2C(=O)N([C@H](C)CO)C[C@H]1C ?
RAD52 inh: 34; E-selectin induc: 0.0; S100A4 inh HTS: -2; ERAP1 HTS inh: 1; Xi reactivation: -0.1; ERp5 block: -3; RAD54 inh: -5; esBAF inh: -5

What do the screens show for `COC(=O)c1c(-c2ccc(OC)cc2)sc2cc(OC)c(OC)cc12`?
RAD52 inh: -7; E-selectin induc: 0.1; S100A4 inh HTS: 0; ERAP1 HTS inh: 1; Xi reactivation: 0.0; ERp5 block: -5; RAD54 inh: 1; esBAF inh: 2

Results for CCCCCCCCNCCS(=O)(=O)NCc1ccccc1OC ?
RAD52 inh: 9; E-selectin induc: -0.1; S100A4 inh HTS: 1; ERAP1 HTS inh: 0; Xi reactivation: 0.2; ERp5 block: 4; RAD54 inh: 2; esBAF inh: -1

What do the screens show for `CCOC(=O)N1CCC2(CC1)NC(=O)c1ccccc1N2`?
RAD52 inh: -12; E-selectin induc: -0.4; S100A4 inh HTS: -1; ERAP1 HTS inh: 3; Xi reactivation: 0.1; ERp5 block: 3

Results for CCCCNC(=O)c1nc(C2CCN(S(=O)(=O)c3ccc(F)c(F)c3)CC2)oc1-c1ccccc1 ?
RAD52 inh: -6; E-selectin induc: 0.3; S100A4 inh HTS: -3; ERAP1 HTS inh: -7; Xi reactivation: 0.1; ERp5 block: -5; RAD54 inh: 2; esBAF inh: 0

Results for O=C(Cc1ccc(Br)cc1)Nc1ccccc1N1CCCC1 ?
RAD52 inh: -27; E-selectin induc: -2.0; S100A4 inh HTS: -5; ERAP1 HTS inh: 5; Xi reactivation: -0.1; ERp5 block: -6; RAD54 inh: -3

Results for CCOC(=O)CSc1cc(CS(C)(=O)=O)nc(-c2ccccn2)n1 ?
RAD52 inh: -8; S100A4 inh HTS: -4; ERAP1 HTS inh: 8; Xi reactivation: 0.0; ERp5 block: 1; RAD54 inh: -2; esBAF inh: -3

What do the screens show for `O=C(NCCCN1CCOCC1)c1cc2nc(-c3ccco3)cc(C(F)(F)F)n2n1`?
RAD52 inh: 5; S100A4 inh HTS: -5; ERAP1 HTS inh: -5; Xi reactivation: 0.0; ERp5 block: 5; RAD54 inh: 2; esBAF inh: 0

Results for COc1cc(NC(=O)C/C(C)=N/NC(=O)c2ccccn2)c(OC)cc1Cl ?
RAD52 inh: -6; S100A4 inh HTS: 0; ERAP1 HTS inh: 1; Xi reactivation: 0.0; ERp5 block: -3; RAD54 inh: 1; esBAF inh: 24

What do the screens show for `CCS(=O)(=O)Nc1ccc2c(c1)C(=O)N(C)C[C@@H](OC)[C@H](C)CN(CCC(F)(F)F)[C@H](C)CO2`?
RAD52 inh: -9; E-selectin induc: -0.1; S100A4 inh HTS: 7; ERAP1 HTS inh: -1; Xi reactivation: 0.0; ERp5 block: 0; RAD54 inh: 0; esBAF inh: -7

Results for C[C@H]1CN([C@@H](C)CO)C(=O)c2cc(C#Cc3ccccc3F)cnc2O[C@@H]1CN(C)C(=O)Cc1ccccc1 ?
RAD52 inh: 12; E-selectin induc: 0.3; S100A4 inh HTS: -4; ERAP1 HTS inh: 2; Xi reactivation: -0.1; ERp5 block: 2; RAD54 inh: -1; esBAF inh: 2

How did COc1cc2ccccc2cc1C(=O)NCC(c1cccs1)N(C)C (centres undefined) do in these assays?
RAD52 inh: -11; S100A4 inh HTS: -4; ERAP1 HTS inh: -5; Xi reactivation: 0.1; ERp5 block: -5

Results for CCN(CC)CCNCc1ccc(Br)cc1OCC(=O)NCc1ccccc1 ?
RAD52 inh: -19; E-selectin induc: -0.2; S100A4 inh HTS: -3; Xi reactivation: -0.2; ERp5 block: 0; RAD54 inh: -31; esBAF inh: 1

What do the screens show for `O=C(CN(C(=O)c1csnn1)c1ccccc1)NCc1ccc2c(c1)OCO2`?
RAD52 inh: -4; E-selectin induc: 0.0; S100A4 inh HTS: -1; ERAP1 HTS inh: 3; Xi reactivation: 0.0; ERp5 block: 1; RAD54 inh: -7; esBAF inh: 16

What do the screens show for `CC1(C(=O)Nc2ccc(Cl)cc2)Cc2c(-c3ccc4c(c3)OCO4)ccnc2O1` (centres undefined)?
RAD52 inh: -17; E-selectin induc: 0.7; S100A4 inh HTS: -1; ERAP1 HTS inh: 3; Xi reactivation: 0.0; ERp5 block: -10; RAD54 inh: -2; esBAF inh: -6
